High-throughput results from PubChem BioAssay.
SENP1 inh: human SENP1 catalytic domain inhibitors, primary screen, biochemical, FRET, uHTS. actives 0.21% (n = 360,000). inhibition, % at 10 µM. Sentrin-specific protease 1 (Homo sapiens), Q9P0U3. AID 624204, 2012. recombinant SENP1 catalytic domain, CyPet-SUMO1-YPet FRET cleavage;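 active = inhibition at least 30% at 10 µM, raw YFP signal under a set limit, fluorescence ratio 0.5 to 1.5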;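 also: 0% = enzyme with DMSO and 100% = no enzyme wells; some results filed as inactive read as strong as hits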
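Test system: recombinant human SENP1 catalytic domain, His6-tagged / Medium: pH 8 Tris buffer with EDTA, NaCl, BME, BSA, NP40, catalase / Also added: SUMO1 FRET substrate flanked by Cypet and Ypet, 25 nM / Times: 50 min reaction at room temperature / Signal: FRET, CFP and YFP emission / Control set: no-enzyme low control and enzyme-plus-DMSO high control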
SENP6 block: SENP6 protease inhibitors, primary screen, biochemical, luminescence, uHTS. Sentrin-specific protease 6 (Homo sapiens), Q9GZR1. Recombinant SENP6 catalytic domain, aminoluciferin luminescence. inhibition, % at 10 µM. actives 1.8% (n = 330,000);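 active = inhibition above about 50% at the single tested dose, limit read from the data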;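 also: plate controls were DMSO wells with enzyme for no effect and DMSO wells lacking enzyme for full effect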
Target sequence (Q9GZR1 628-1112 limits assumed): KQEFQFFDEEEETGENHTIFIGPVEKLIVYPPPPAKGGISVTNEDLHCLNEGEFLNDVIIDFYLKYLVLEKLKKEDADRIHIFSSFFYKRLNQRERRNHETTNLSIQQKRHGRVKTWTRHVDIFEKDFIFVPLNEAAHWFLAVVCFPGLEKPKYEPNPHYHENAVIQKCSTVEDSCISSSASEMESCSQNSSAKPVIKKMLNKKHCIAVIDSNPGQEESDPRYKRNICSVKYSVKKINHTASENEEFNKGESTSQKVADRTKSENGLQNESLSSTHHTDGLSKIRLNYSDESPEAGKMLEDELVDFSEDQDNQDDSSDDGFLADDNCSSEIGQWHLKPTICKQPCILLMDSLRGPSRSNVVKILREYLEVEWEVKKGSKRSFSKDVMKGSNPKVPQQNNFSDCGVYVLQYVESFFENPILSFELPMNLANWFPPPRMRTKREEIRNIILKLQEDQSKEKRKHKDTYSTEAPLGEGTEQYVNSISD
hIAP activ: human IAP activators, primary screen, biochemical, luminescence, uHTS | Intestinal-type alkaline phosphatase (Homo sapiens), P09923 | purified human IAP, CDP-Star luminescence, 30 min; stronger effect = higher value; 1 = vehicle-only enzyme, 0 = enzyme-free background | activation factor at 10 µM | actives 0.16% (n = 330,000);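 active = activation factor of the enzyme at least 2-fold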; also: the source names both 10 and 20 µM as test concentration; values of inactives mirror those of a sister screen read the other way
NR3A LBD binder: binders of NR3A ligand-binding domain, primary screen, biophysical, differential scanning fluorimetry, uHTS; Glutamate receptor ionotropic, NMDA 3A (GRIN3A) ligand-binding domain; NR3A LBD differential scanning fluorimetry, Tm shift; 0% = protein alone, 100% = glycine-bound protein; Tm shift relative to glycine control, % at 25 µM; actives 2.5% (n = 340,000);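 active = melting temperature shift of at least 10% of the positive control shift, at one fixed dose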
ATG4B inhibitor: ATG4B protease inhibitors, primary screen, biochemical, fluorescence, uHTS; actives 0.51% (n = 340,000); Cysteine protease ATG4B (Homo sapiens), Q9Y4P1; ATG4B cleavage of LC3-PLA2, NBD-HPC fluorescence, 1 h; inhibition, % at 8.33 µM; in the data active = inhibition above about 40%
Target sequence (Q9Y4P1 whole entry, looked up): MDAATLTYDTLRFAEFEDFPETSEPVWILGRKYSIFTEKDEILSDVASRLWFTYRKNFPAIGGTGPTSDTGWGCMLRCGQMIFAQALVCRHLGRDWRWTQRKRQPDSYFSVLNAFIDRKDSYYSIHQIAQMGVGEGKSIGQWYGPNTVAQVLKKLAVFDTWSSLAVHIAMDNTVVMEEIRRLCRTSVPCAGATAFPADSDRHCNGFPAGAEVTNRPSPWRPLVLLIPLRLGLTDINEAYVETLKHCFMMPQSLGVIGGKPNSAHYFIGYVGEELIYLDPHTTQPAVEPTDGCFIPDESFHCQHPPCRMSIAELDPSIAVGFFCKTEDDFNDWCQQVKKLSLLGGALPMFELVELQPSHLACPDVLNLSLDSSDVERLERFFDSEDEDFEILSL
SENP8 block: human SENP8 protease inhibitors, primary screen, biochemical, fluorescence, Nedd8 protein substrate, uHTS; recombinant SENP8; Sentrin-specific protease 8 (Homo sapiens), Q96LD8; AID 602440, 2012; actives 0.64% (n = 360,000); inhibition, % at 20 µM; in the data active = inhibition mostly above about 40%, no sharp cut-off; inactive = mostly below about 27%
MPTP block: mitochondrial permeability transition pore inhibitors, primary screen, biochemical, isolated mouse mitochondria, absorbance; inhibition, % at 10 µM; AID 602449, 2012; Ca2+ swelling absorbance, 30 min; actives 1.4% (n = 360,000);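 active = inhibition of 50% or more, scaled per plate between neutral and stimulator controls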;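 also: 0% = DMSO wells given calcium and 100% = 1 mM EGTA wells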
PfGluPho inh: PfG6PD enzyme inhibitors, primary screen, biochemical, fluorescence intensity, uHTS | actives 0.78% (n = 350,000) | PfGluPho enzyme, NADPH resazurin-diaphorase fluorescence | AID 504690, 2011 | inhibition, % at 20 µM;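 active = inhibition reaching at least a set limit at 20 µM in the primary screen, cut at about 59% in these data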;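 also: 0% = DMSO wells with substrate and 100% = DMSO wells lacking glucose-6-phosphate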
* hit, by the source's call; / = not tested or not shown. An unsorted share of the library; about 6.7% have a hit in one of these screens.

Below each SMILES: MPTP block, SENP8 block, SENP6 block, NR3A LBD binder, PfGluPho inh, SENP1 inh, ATG4B inhibitor, hIAP activ
1. Cc1ccc(C)c(OC(C)C(=O)Nc2nccs2)c1 (configuration not stated)
→ 0.4, 4, -12, 2, -16, 4, -1, 1.1
2. COc1cccc(NC(=O)CN2C(=O)NC3(CCCCCC3)C2=O)c1
→ -0.8, 10, -9, 0, -18, 1, 0, 1.1
3. O=C(c1ccco1)n1nc(-c2cccnc2)nc1NCc1ccco1
→ -1.7, 2, 7, -3, -12, 3, 4, 1.1
4. CC1CCN(S(=O)(=O)c2ccc(S(=O)(=O)N3CCCC3)cc2)CC1
→ 1.3, 0, -16, -1, -6, -3, -1, 0.8
5. O=c1c2c3c(sc2n(CCN2CCCC2)c(=O)n1Cc1ccccc1)CCCCC3
→ -1.3, 25, -15, 0, 3, -1, -2, 0.94
6. Cc1cc(=O)cc(C)n1-c1ccc(F)cc1F
→ 0.4, -5, 15, 1, -9, 2, -3, 1.1
7. Nc1cc(=O)[nH]c(SCC(=O)NNC(=O)c2ccccc2)n1
→ 4.3, -2, -15, 0, 2, -8, 0, 1.2
8. N#Cc1ccccc1CN1C(=O)S/C(=C/c2cccn2-c2cccc(C(=O)O)c2)C1=O
→ 1.0, 15, -23, -2, -12, -10, 31, 1.1
9. O=C(Nc1nnc(SCc2ccccc2)s1)c1cccc([N+](=O)[O-])c1
→ 71*, 16, 84*, 1, 44, 1, 20, 1.2
10. COc1ccc(-c2cc3nc4n(c(=O)c3s2)CCCCC4)cc1
→ -2.1, -403, 46, 0, 6, 0, -9, 0.89
11. C=CCn1c(=NC(=O)c2cccs2)sc2cc(NC(C)=O)ccc21
→ 0.1, -397, 5, 3, -20, -10, 2, 0.86
12. N#Cc1ccc(Oc2ccc(-c3cnc4ccccc4n3)cc2)cc1C#N
→ 3.3, -64, -20, -4, 0, 1, -3, 0.89
13. Cc1ccc(-c2nnc(SCC(=O)N(C)C)nc2-c2ccc(C)cc2)cc1
→ 73*, 13, -21, 1, -16, -1, -3, 1
14. Oc1c(Br)cc(/C=N/NC(=S)NCC2CCCO2)cc1Br (configuration not stated)
→ 6.6, -402, -27, 2, -1, -4, -8, 1
15. O=C(Cn1cnc2ccccc21)c1ccccc1
→ -0.1, 12, -3, -1, -6, 1, 2, 1.2
16. NC(=O)c1ccccc1OCC(=O)Nc1ccc2c(c1)OCCO2
→ 1.0, 13, -32, 1, 12, 1, 4, 1.1
17. Cc1cc(NC(=O)CN2C(=O)S/C(=C\c3ccccc3)C2=O)no1
→ 1.2, 10, -3, -2, -3, 1, -8, 1
18. CN1CC(=O)N(CC(=O)Nc2ccc(Br)cc2F)C1=O
→ 0.0, 11, 2, -4, 13, 1, -3, 1
19. COc1ccc(NC(=O)Cc2nnc(SCC(=O)Nc3ccc(F)cc3)n2C)cc1
→ 0.9, 11, 10, -2, -7, 1, -8, 0.82
20. O=c1cc(-c2ccncc2)oc2c1ccc1ccccc12
→ 0.7, -371, 1, 0, 7, -1, -28, 0.96
21. COc1ccccc1NC(=O)c1sc2ncn(CC(=O)Nc3ccccc3)c(=O)c2c1C
→ 1.2, -9, -15, 1, -10, -24, -5, 1
22. Cc1ccc(NS(=O)(=O)c2cc(C(=O)N(C)C3CCN(C)CC3)ccc2Cl)cc1Cl
→ 1.6, 8, -8, 0, -7, 2, -5, 0.92
23. O=C(O)CC1S/C(=N/N=C2CCCCC2)N(c2ccccc2)C1=O (configuration not stated)
→ 0.4, 10, -10, -4, -28, 3, 5, 0.93
24. COc1ccccc1Nc1nnc(SCC(=O)Nc2nc(-c3ccc(F)cc3)cs2)s1
→ -1.4, -12, -7, 5, -7, -4, -7, 1.1
25. CCOC(=O)CCN(Cc1sccc1C)S(=O)(=O)c1ccc(F)cc1
→ -1.8, 7, -21, 0, -1, 2, 12, 0.92
26. Cc1ccsc1/C=N\NC(=O)CCc1c(C)n[nH]c1C
→ 1.5, 26, -3, -1, -9, 1, 4, 1.1
27. CCc1nn(CC(=O)NCCCN2CCN(C)CC2)c(=O)c2cc3occc3n12
→ -0.6, 33, -12, 0, 1, 0, 2, 1.1
28. COc1cccc(-n2c(C)nc3cc(C(=O)O)ccc32)c1
→ -0.1, 12, -10, -2, 29, 0, -3, 0.93
29. CCOc1ccc(CCNC(=O)C2CCN(S(=O)(=O)N3CCCCC3)CC2)cc1OCC
→ 0.4, 4, 4, 3, -14, 3, -7, 0.99
30. C=CCc1cccc(/C=N/NC(=O)CNc2ccccc2)c1O
→ 0.8, 24, -6, 6, -32, -5, -2, 1.7
31. COc1cc(NS(=O)(=O)c2ccc(NC(=S)NC(=O)c3sc4ccccc4c3Cl)cc2)nc(OC)n1
→ 0.3, 12, /, -2, 6, -4, 9, /
32. O=C(Cn1cnc2cc([N+](=O)[O-])ccc2c1=O)NC(=O)NCc1ccccc1
→ 0.3, -81, -11, -4, 19, -38, 8, 1
33. CCN(CC(=O)Nc1ccc(NC(C)=O)cc1)C(=O)c1ccc(=O)n(C)n1
→ -1.2, 2, -12, 2, -1, -3, -2, 0.95
34. O=C(NCc1nnc(SCC(=O)N2CCC(Cc3ccccc3)CC2)o1)c1ccco1
→ 1.0, 11, -7, -1, 7, 1, -4, 1
35. C/C(=N\OCC(=O)Nc1ccc2c(c1)OCCO2)c1ccc2c(c1)OCCO2
→ 0.9, 16, -3, 0, -1, 4, 7, 0.97
36. Cc1ccc(CN2CC(C(=O)N(CC(C)C)c3c(N)n(Cc4ccccc4)c(=O)[nH]c3=O)CC2=O)cc1 (configuration not stated)
→ 0.2, 7, /, 0, 2, -2, -12, /
37. COc1ccc2c(=O)c(-c3ccccc3C)c(C)oc2c1
→ 0.5, 16, -12, -3, -1, 2, 5, 1.1
38. O=C(Cn1cc(C(=O)c2cccs2)c2ccccc21)NCc1cccs1
→ 2.8, -2, -3, -6, -9, -3, -2, 0.97
39. Cc1ccccc1NC(=O)C(=O)NCc1ccccn1
→ -1.1, 15, 14, -1, 5, -1, -4, 0.87
40. CC(C)OC(=O)c1c(-c2ccc(C(C)C)cc2)csc1NC(=O)C1CCCO1 (configuration not stated)
→ 1.6, 0, 0, 3, 22, 1, -3, 0.88
41. Nc1nc(N)c2cc(S(=O)(=O)c3ccc4ccccc4c3)ccc2n1
→ 7.4, -451, /, /, -14, -1, /, /
42. CN(Cc1ccccn1)Cc1nc(COc2ccccc2)no1
→ -0.3, 4, 10, 0, 13, -1, 0, 1
43. CN(CCCNC(=O)c1cccc(N2CCCC2=O)c1)c1ccccc1
→ -0.2, 11, 3, -2, -25, -1, -8, 1.1
44. CO/N=C/Cc1c([N+](=O)[O-])c(C)nn1C
→ -0.9, 14, -6, -2, -29, 0, 6, 0.97
45. O=C(Nc1ccccc1)c1ccncc1
→ -2.7, 14, -4, 3, -11, 2, -4, 0.97
46. O=C(O)C(C(O)c1ccccc1)[n+]1ccccc1 (configuration not stated)
→ -1.5, -54, -1, 0, -9, 1, 9, 0.89
47. O=C(c1cccc(NS(=O)(=O)c2cccc(C(F)(F)F)c2)c1)N1CCOCC1
→ -1.2, -4, -16, -3, -3, 0, 4, 0.8
48. Cc1ccc(OCc2cc(C(=O)N(C)CCc3nc4ccccc4[nH]3)no2)cc1C
→ -0.2, -2, -27, -2, 2, -4, -1, 1.2
49. CC(C(=O)NCc1ccc(F)cc1)n1ccc2cc(S(=O)(=O)N3CCCC3)ccc21 (configuration not stated)
→ -0.4, 4, -8, 2, -4, 3, -2, 1.2
50. Cn1c(CNC(=O)CCNC(=O)c2ccccc2)cc(=O)n(C)c1=O
→ 1.6, 7, 22, 0, -7, 1, -4, 1

Whole records, quoted from the list.
`O=C(Nc1ccccc1)c1ccncc1` as listed: MPTP block = -2.7; SENP8 block = 14; SENP6 block = -4; NR3A LBD binder = 3; PfGluPho inh = -11; SENP1 inh = 2; ATG4B inhibitor = -4; hIAP activ = 0.97
`Nc1nc(N)c2cc(S(=O)(=O)c3ccc4ccccc4c3)ccc2n1` as listed: MPTP block = 7.4; SENP8 block = -451; SENP6 block = /; NR3A LBD binder = /; PfGluPho inh = -14; SENP1 inh = -1; ATG4B inhibitor = /; hIAP activ = /

(next part)
Below each SMILES: MPTP block, SENP8 block, SENP6 block, NR3A LBD binder, PfGluPho inh, SENP1 inh, ATG4B inhibitor, hIAP activ
51. CN(C#N)c1nccc(-c2cccs2)n1
→ 1.2, -170, -8, 0, 7, 3, -3, 0.88
52. COc1cc2oc(=O)ccc2cc1-c1c(OC)ccc2ccc(=O)oc12
→ -0.3, -180, -10, 0, 20, 1, -8, 0.95
53. CCN(CC(=O)Nc1c(F)cccc1F)C(=O)C1=COCCO1
→ -2.3, 11, -6, 0, -6, -4, -10, 1
54. CCc1ccc(OCC(=O)NNC(=S)NC(=O)C2CC2)c(Br)c1
→ 0.0, -2, 5, -13, -19, 2, -8, 1.7
55. CC(C)(C)NC(=O)C(c1ccc(-c2ccccc2)cc1)N(C[C@H]1CC[C@@H]([C@@H]2CC[C@H](CO)O2)O1)C(=O)c1cccc(Cl)c1 (some centres not stated)
→ -1.3, -1, /, -3, 27, 2, -4, /
56. CC1=CC(C)(C)Nc2ccc(Cc3ccc4c(c3)C(C)=CC(C)(C)N4)cc21
→ 3.0, -293, 11, -19, 35, -59, -3, 1.1
57. CCOCCCNc1ccc(-c2ccccc2)nn1
→ -0.3, 6, 16, 1, 9, 1, 0, 1
58. Cc1ccc2[nH]c3c(c2c1)CNCC3
→ -0.6, 19, -4, 1, 4, 1, -3, 0.95
59. CCOC(=O)c1c(C)[nH]c(C)c1S(=O)(=O)NCc1ccc(OCC)cc1
→ 0.1, 4, 5, -3, 1, 1, -5, 0.77
60. CCN(c1ccccc1)S(=O)(=O)c1ccc(Cl)c(NC(=O)CSc2n[nH]c(N)n2)c1
→ 1.3, 20, -16, -5, -5, 2, 4, 1.3
61. COc1cccc(C(=O)NCc2ccc3c(c2)OCO3)c1
→ 0.3, 9, -17, 3, -1, 9, -13, 0.92
62. FC(F)(F)c1nnc2ccc(NCc3cccnc3)nn12
→ -0.3, 10, 5, 1, -3, 0, 4, 1
63. CCN1C(=O)[C@H]2[C@@H](c3ccc(-c4ccc(C(C)=O)cc4)cc3)N3CCCC[C@@]3(C(=O)OC)[C@H]2C1=O
→ 0.3, 10, 14, 2, 5, 2, -1, 0.85
64. CCOC(=O)C1CCCN(C(=O)C2CCCN(S(=O)(=O)c3ccc4c(c3)oc(=O)n4C)C2)C1 (configuration not stated)
→ -1.0, 4, -8, -1, 1, -1, -9, 0.94
